EPAC1 agonist: qHTS for Agonist of cAMP-regulated guanine nucleotide exchange factor 3 (EPAC1): primary screen. Rap guanine nucleotide exchange factor 3 (Homo sapiens), O95398. EPAC1 agonist qHTS, biochemical assay; response scale: 100% = response to 6.5 mM cAMP. Potency, µM (series often up to 154 µM), without a hit: at the highest dose activation, usual class: activators. 0.073% of 360,000 active; further: potency means the concentration at half of the fitted maximal effect; nearly all actives have a fitted effect of over 60% in size
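Read-out is the fluorescence drop as BODIPY-GDP leaves Rap1B (480 nm excitation, 540 nm emission), recorded every 5 minutes over 30 minutes. Reactions held 100 nM EPAC1, 250 nM Rap1B–BODIPY-GDP and 50 uM GDP, with 6.5 mM cAMP setting full activation.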
Abeta yeast res: qHTS for compounds that reverse cellular toxicity of Amyloid beta (A-beta) peptide in yeast: Primary Screen; yeast expressing A-beta42, growth rescue, OD600, 48 h; response scale: 0% DMSO, 100% iron-clioquinol control; Potency, µM (top dose mostly 46.1 µM), for the others: at the highest dose growth rescue, most hits filed as activators; 0.063% of 410,000 active; further: potency means the concentration at half of the fitted maximal effect; nearly all actives have a fitted effect of over 55% in size
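Growth rescue measured by 600 nm absorbance after 48 h yeast culture at 30 C with compound. Values normalized between DMSO and an equimolar ferric chloride plus clioquinol control.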
PLK1 PBD inh: qHTS for Inhibitors of PLK1-PDB (polo-like kinase 1 - polo-box domain): Primary Screen; Potency, µM, without a hit: max response, negative = inhibition, most hits filed as inhibitors; 2.8% of 360,000 active; Plk1 PBD binding of FITC phosphopeptide, fluorescence polarization; further: potency means the concentration at half of the fitted maximal effect; series mostly up to about 57 µM; on the % scale 0 is the no-effect control and ±100 the full control effect; nearly all actives have a fitted effect of over 65% in size
Target sequence (P53350 whole entry, looked up, the tested form may be a part): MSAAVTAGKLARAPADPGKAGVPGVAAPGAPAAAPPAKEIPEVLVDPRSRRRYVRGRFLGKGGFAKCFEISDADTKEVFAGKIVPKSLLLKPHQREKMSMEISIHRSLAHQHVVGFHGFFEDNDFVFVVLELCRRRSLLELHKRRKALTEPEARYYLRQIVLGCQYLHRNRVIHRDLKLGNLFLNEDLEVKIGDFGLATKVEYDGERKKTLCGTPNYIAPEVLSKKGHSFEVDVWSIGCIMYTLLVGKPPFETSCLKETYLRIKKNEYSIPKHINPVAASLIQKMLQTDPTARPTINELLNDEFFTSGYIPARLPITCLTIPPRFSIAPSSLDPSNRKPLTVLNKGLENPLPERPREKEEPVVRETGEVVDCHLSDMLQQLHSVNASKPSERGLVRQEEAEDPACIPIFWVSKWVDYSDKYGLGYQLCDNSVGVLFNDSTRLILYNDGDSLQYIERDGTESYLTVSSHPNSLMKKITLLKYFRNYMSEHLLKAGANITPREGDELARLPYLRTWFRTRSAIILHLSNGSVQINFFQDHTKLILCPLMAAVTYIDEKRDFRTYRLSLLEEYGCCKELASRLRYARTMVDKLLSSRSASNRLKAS
IL-2 act: qHTS of IL-2 Activators; IL-2 activation reporter assay, cell-based qHTS; stimulated with anti-CD3/CD4/CD28 beads; in transgenic mouse T cells; activation, % (series mostly up to about 46 µM); 0.065% of 360,000 active; AID 652025, 2013; in the data active means activation above about 50%; inconclusive means mostly about 30% to 49%; further: 0% is about no effect
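Unstimulated transgenic mouse T cells, 750 per well, received compound and, after 60 minutes, anti-CD3/anti-CD4 bead plus anti-CD28 stimulation. EGFP and DsRed were quantified after 18 hours.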
aSyn yeast inh: qHTS of alpha-syn Inhibitors; 0.14% of 370,000 active; Yeast expressing alpha-synuclein, growth rescue, BacTiter-Glo, 24 h; Potency, µM (titrated, usually from 46.1 µM), for inactives: at the highest dose growth rescue (activation), actives largely listed as activators; further: potency means the concentration at half of the fitted maximal effect; % of control where 0% means no effect; nearly all actives have a fitted effect of over 65% in size
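Galactose-induced alpha-syn yeast (OD600=0.02, raffinose-pregrown) + pinned cpd, 24 hr, 30 deg C; growth by BacTiter-Glo luminescence. Growth restoration scores as activation.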
EPAC1 antagonist: qHTS for Antagonist of cAMP-regulated guanine nucleotide exchange factor 3 (EPAC1): primary screen; Rap guanine nucleotide exchange factor 3 (Homo sapiens), O95398; EPAC1 GEF assay, Rap1b-BODIPY-GDP exchange fluorescence; Potency, µM (doses to about 115 µM), for the others: at the top dose activity change, negative = inhibition, usual class: inhibitors; AID 720709, 2013; 0.14% of 360,000 active;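 further: potency means the concentration at half of the fitted maximal effect; plate controls were vehicle for no effect and positive control for full effect; nearly all actives have a fitted effect of over 50% in size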
PI5P4K alpha inh: qHTS for Inhibitors of phosphatidylinositol 5-phosphate 4-kinase (PI5P4K); PI5P4Kalpha enzyme, ADP-Glo luminescence, 60 min; hits give low values; max response, %; 1.2% of 330,000 active; active means max response of -50% or lower; inconclusive means between -30% and -50%; inactive means -30% or higher; further: value at the top dose of about 77 µM; on the % scale 0 is the no-effect control and ±100 the full control effect
Target sequence (P48426 whole entry, looked up): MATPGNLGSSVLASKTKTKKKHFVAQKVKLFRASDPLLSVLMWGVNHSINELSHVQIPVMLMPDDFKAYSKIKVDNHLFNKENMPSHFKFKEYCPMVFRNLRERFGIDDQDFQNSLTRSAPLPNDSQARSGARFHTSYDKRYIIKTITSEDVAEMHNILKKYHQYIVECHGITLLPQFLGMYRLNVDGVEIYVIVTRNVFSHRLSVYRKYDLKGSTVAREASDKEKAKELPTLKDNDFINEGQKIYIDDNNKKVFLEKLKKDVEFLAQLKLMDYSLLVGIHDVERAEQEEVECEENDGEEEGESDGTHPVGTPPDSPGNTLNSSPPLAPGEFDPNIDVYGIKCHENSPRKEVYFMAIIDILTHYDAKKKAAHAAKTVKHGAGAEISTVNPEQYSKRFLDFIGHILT
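Controls without substrate or without enzyme flank wells where PI5P4Kalpha converts substrate using 5 microM ATP (final). Incubation lasts 60 minutes at room temperature; ADP formed is read by ADP-Glo luminescence.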
WRN helicase inh: qHTS for Inhibitors of WRN Helicase. Bifunctional 3'-5' exonuclease/ATP-dependent helicase WRN (Homo sapiens), Q14191. WRN helicase unwinding, fluorescent forked duplex, kinetic. AID 651768, 2012. Potency, µM (top dose mostly 114 µM), without a hit: top-dose activity change, negative = inhibition, usual class: inhibitors. 0.46% of 360,000 active; further: potency means the concentration at half of the fitted maximal effect; on the % scale 0 is the no-effect control and ±100 the full control effect; nearly all actives have a fitted effect of over 55% in size
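Primary qHTS, 1536-well format. 20 nM WRN + compound, 15 min RT; start with 100 nM forked fluorophore/quencher duplex, 2 mM ATP (final); kinetic read ex 525/em 598 nm.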
FUS suppressor: qHTS for Suppressors of FUS Proteinopathy: Primary screen using FUS-linked yeast assay; 0.24% of 390,000 active; Potency, µM (titrated, usually from 76.6 µM), inactives show top-dose growth rescue (activation), most hits filed as activators; S. cerevisiae FUS-expressing, growth rescue, OD600, 24 h;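 further: potency means the concentration at half of the fitted maximal effect; plate controls were DMSO vehicle for no effect and reference control for full effect; nearly all actives have a fitted effect of over 55% in size; some results filed as inactive show a strong effect at the top dose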
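Quantitative HTS measuring growth restoration of FUS-toxic yeast. Galactose-induced cells (OD 0.005) were exposed 24hr at 30C to compounds at several concentrations, then absorbance at 600 nm was recorded.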
The depositor's hits bear a star; ? = inconclusive; . = no result given; & = joins results of further samples. Unless noted, the call rests on the fitted dose curve; in most records, active means well fitted curve in the direction sought with a large enough effect; inconclusive means small, poorly fitted or top-dose-only effect, or another doubt; inactive means no such curve, though single readings can be large; an effect the other way counts as inactive or inconclusive. Random draw from the library (roughly 4.1% active in at least one column).

Compound	IL-2 act	PLK1 PBD inh	Abeta yeast res	PI5P4K alpha inh	EPAC1 agonist	aSyn yeast inh	EPAC1 antagonist	FUS suppressor	WRN helicase inh
COc1c2ccoc2cc2oc(=O)ccc12	0.4	-13%	2%	-5	2%	20%	-17%	-33%	-1%
O=C(Nc1ccc([N+](=O)[O-])cc1NC(=O)c1ccccc1)c1ccccc1	-0.5	-5%	6%	-1	7%	-1%	-2%	-6%	-4%
COc1ccc(NS(=O)(=O)c2cc(NC(=O)c3ccco3)ccc2N2CCCCC2)cc1	-0.8	-6%	?	4	10%	5%	?	.	-17%
CCN(CC)S(=O)(=O)c1ccc(NCCCn2ccnc2)c([N+](=O)[O-])c1	0.8	-2%	-6%	2	0%	2%	1%	11%	2%
CC(=O)c1ccc(-n2c(CCC(=O)O)ccc2-c2ccc(C)cc2)cc1	0.9	?	-3%	-5	3%	2%	-12%	12%	-4%
COc1ccc(/C=N/Nc2nc3ccccc3o2)cc1OC	-1.5	-11%	7%	.	5%	0%	5%	8%	-11%
CCCN(CC(=O)Nc1ccccc1C)C(=O)c1ccc(=O)n(Cc2ccccc2)n1	1.7	1%	5%	7	-6%	-8%	-2%	-12%	-12%
CCCCN(CC)CCCNC(=O)c1csc2c1CCCCC2	-0.6	-11%	20%	-4	12%	12%	-19%	10%	3%
COc1cccc(/C=N/NC(=O)c2cccs2)c1	1.0	2%	-2%	4	0%	-1%	13%	7%	-8%
CC(C)N1CCN(c2ccncc2S(=O)(=O)N2CCOCC2)CC1	0.3	?	12%	-4	12%	3%	6%	-6%	-4%
CCc1ccccc1NS(=O)(=O)c1ccc(OC)c2ncccc12	-0.9	2%	-8%&-9%	5	-4%	-3%	12%	6%&-7%	0%
COc1cc(CNC(C)(C)C)cc(Br)c1OCc1cccs1	-3.3	-5%	15%	5	0%	1%	2%	-24%	0%
Cc1ccc(S(=O)(=O)N2CCN(CC(=O)NC3CCCc4ccccc43)CC2)cc1C (stereo not drawn)	0.7&-1.5	-10%&-5%	3%&11%	-6	-1%&12%	15%&10%	-18%&0%	?	5%&3%
O=C(CSc1nc2ccc(Cl)cc2[nH]1)NC1CCCC1	-1.6	-22%	0%	-6	-9%	-1%	-27%	28%	-3%
CC(=NNC(=O)c1ccncc1)c1ccc(Cl)c(Cl)c1	0.6	-3%	0%	-11	-4%	-12%	-15%	15%	-7%
CCOC(=O)N1CCN(Cc2nc(-c3ccc(Cl)cc3)no2)CC1	2.3	-4%	2%	9	-5%	0%	-8%	22%	3%
COc1ccc(OC)c(CN2CCCC(CCC(=O)N(C)CCc3ccccn3)C2)c1 (stereo not drawn)	-0.7	-10%	-2%	1	4%	-2%	?	4%	0%
COc1ccc(Cl)cc1N(CC(=O)Nc1ccc2c(c1)OCO2)S(C)(=O)=O	-3.6	-3%	3%	0	8%	-12%	-4%	16%	-2%
Cc1ccccc1NC(=O)Cc1nc(COC(=O)Cc2cccc(C(F)(F)F)c2)cs1	-3.3	4%	8%	8	-12%	1%	-14%	?	-2%
COc1cc2nc(C3CCC3)n(NC(=O)C3CCC(OC)CC3)c(=O)c2cc1OC (stereo not drawn)	-3.9	-6%	-2%	.	2%	3%	-2%	9%	10%
Cc1cc(Cl)c(S(=O)(=O)N2CCN(c3ccc(F)cc3)CC2)cc1OCC(=O)NC1CCCCC1	0.7	-5%	9%	.	9%	4%	-3%	?	-1%
CC(C)c1ccc(NC2CCCN(C(=O)c3ccc4nccnc4c3)C2)cc1 (stereo not drawn)	-2.1	-7%	15%	5	3%	8%	-17%	10%	4%
Cc1ccc(CS(=O)(=O)CCC(=O)NCc2ccccn2)cc1	0.5	-8%	-3%	-1	-2%	1%	14%	-4%	5%
COc1ccc(C)cc1NC(=O)C1CCN(S(=O)(=O)c2cccc3cccnc23)CC1	1.3	?	2%	-2	8%	0%	-8%	0%	-4%
CC1(C(=O)NCc2ccccc2)CCC(=O)N1C1CC1 (stereo not drawn)	-0.3	4%	-7%	2	-1%	-9%	0%	-27%	-1%
Cc1cccnc1Nc1nc(-c2ccc(F)cc2)cs1	0.2	-9%	-17%	-2	14%	-26%	-28%	2%	-12%
O=C(O)c1cccc(-n2nc(-c3ccc(Cl)c([N+](=O)[O-])c3)c3ccccc3c2=O)c1	-0.3	-13%	6%	-26	7%	0%	-10%	26%	-5%
CCC(NC(=O)CCC(=O)N1CCN(S(=O)(=O)c2ccc(C)cc2)CC1)c1ccc(C)cc1 (stereo not drawn)	-0.2	-10%	9%	-4	-3%	-7%	-15%	34%	-3%
CCN(CC(=O)NCc1ccc(Cl)cc1)C(=O)CCC(=O)c1ccc(C)cc1	-6.0	-5%	-2%	-10	1%	-3%	23%	37%	-1%
C[C@H](CO)N1C[C@H](C)[C@@H](CN(C)Cc2ccc(C(F)(F)F)cc2)OCc2cnnn2CCCC1=O	-1.0	-16%	-4%	0	-1%	0%	0%	-22%	0%
CN(C(=O)COC(=O)CNC(=O)c1sc2ccccc2c1Cl)C1CCS(=O)(=O)C1 (stereo not drawn)	-1.0	-2%	14%	3	7%	3%	-9%	-4%	-9%
Cn1c(C(=O)NCCc2ccccc2)cc(=O)n(C)c1=O	3.9	24µM*	8%	1	2%	0%	-1%	11%	0%
FC(F)(F)c1cccc(N2CCN(c3nnnn3-c3ccccc3)CC2)c1	0.4	4%	8%	1	8%	7%	-7%	44%	-4%
COc1ccc(N(C)S(=O)(=O)c2cccc(C(=O)Nc3cc(OC)ccc3OC)c2)cc1	-2.8	-6%	-3%	3	5%	6%	-19%	21%	-2%
CC(=O)c1ccc(C(=O)NC2CC(C)(C)Cc3c2cnn3-c2ccccc2)cc1 (stereo not drawn)	-0.3	0%	-24%	4	6%	-3%	5%	.	-31%
CCc1ccc(N2C(=O)CN(Cc3sccc3C)C2=S)cc1	-2.6	-2%	18%	3	7%	5%	-24%	-1%	-8%
CCN1CCN(CCCNC(=O)C2CCN(c3nnc(-n4cccc4)s3)CC2)CC1	1.1	-11%	0%	-7	13%	-1%	9%	-1%	9%
CC(C)CCNC(=O)C(c1ccc(O)cc1)N(Cc1ccco1)C(=O)CCC(=O)Nc1nccs1 (stereo not drawn)	-0.4	-4%	1%	-9	-3%	0%	-13%	22%	8%
Cc1c(C(=O)N(C)CCc2cnn(C)c2)oc2c(F)cccc12	-0.4	-12%	10%	5	3%	2%	7%	13%	-5%
O=C(CN1CCCCC1)Nc1cccc(Cl)c1	1.1	4%	5%	0	-5%	0%	-5%	23%	-3%
Cc1ccccc1NC(=S)NC(=O)c1cncc(Br)c1	1.6	-13%	?	-13	9%	-5%	-2%	5%	?
Cc1cc(C(=O)OCC(=O)NCc2ccccc2Cl)c(C)o1	1.0	-15%	-11%	3	-3%	-2%	11%	25%	3%
CCCc1cc(=O)oc2cc(OCC(=O)NCCN3CCOCC3)c(Cl)cc12	-1.2	-1%	-12%	2	1%	-3%	11%	-14%	17%
CCOc1ccc(C(CC(=O)O)NC(=O)COc2ccccc2)cc1OC (stereo not drawn)	0.4	-11%	-12%	8	16%	-2%	8%	3%	1%
O=C(C[C@H]1CC[C@@H]2[C@H](COC[C@H](O)CN2Cc2nccs2)O1)NCc1ccccc1Cl	-0.5	-3%	4%	-6	10%	-1%	-17%	-1%	-3%
CC(C)CCOc1ccc(C(=O)Nc2cc(S(=O)(=O)N3CCOCC3)ccc2N2CCOCC2)cc1	-1.6	-15%	8%	-14	13%	10%	-16%	-13%	8%
O=C(Nc1ccc2c(c1)CCCN2C(=O)c1cccs1)c1c(F)cccc1Cl	0.6	-4%	-8%	-5	-5%	-3%	3%	?	-2%
O=C(c1ccc(C(F)(F)F)cc1)C1CCCN(Cc2cccn2-c2ncccn2)C1 (stereo not drawn)	-1.1	-13%	-3%	1	-12%	-1%	-4%	3%	13%
CCOc1ccc(C(=O)CCC(=O)NNC(=O)c2ccncc2)cc1	0.7	-8%	12%	7	6%	-1%	-11%	7%	-8%
CC(C)c1ccc2oc(=O)cc(CN3CCN(c4ccc(F)cc4)CC3)c2c1	-1.4	-9%	28%	2	10%	7%	-28%	15%	-16%
O=C(CCSCCc1ccccn1)Nc1c(F)c(F)c(F)c(F)c1F	0.0	2%	2%	-3	-9%	5%	0%	.	-18%
Cc1ccccc1OCC(=O)Nc1ccc(N2CCOCC2)cc1N1CCOCC1	1.5	1%	19%	-2	5%	9%	2%	28%	0%
O=C(O)CC1=C(O)C(=O)N(c2ccccc2)C1c1ccc(Br)cc1 (stereo not drawn)	1.3	-8%	6%	6	-4%	9%	4%	0%	-4%

2 entries drawn at random from the list so far:
Compound	IL-2 act	PLK1 PBD inh	Abeta yeast res	PI5P4K alpha inh	EPAC1 agonist	aSyn yeast inh	EPAC1 antagonist	FUS suppressor	WRN helicase inh
CC(=O)c1ccc(C(=O)NC2CC(C)(C)Cc3c2cnn3-c2ccccc2)cc1 (stereo not drawn)	-0.3	0%	-24%	4	6%	-3%	5%	.	-31%
O=C(CN1CCCCC1)Nc1cccc(Cl)c1	1.1	4%	5%	0	-5%	0%	-5%	23%	-3%

Screening data (PubChem)
